# D2 antag: HTS Assay for Allosteric Antagonists of the Human D2 Dopamine Receptor: Primary Screen for Antagonists | D(2) dopamine receptor (Homo sapiens), P14416 | HEK293 TREx D2 cells, calcium flux, dopamine EC80 | inhibition, % at 10 µM | 340,000 tested, 2% active | AID 485344, 2010; in the data active means inhibition above about 30%; further: 0% is about no effect
# Target sequence (P14416 whole entry, looked up): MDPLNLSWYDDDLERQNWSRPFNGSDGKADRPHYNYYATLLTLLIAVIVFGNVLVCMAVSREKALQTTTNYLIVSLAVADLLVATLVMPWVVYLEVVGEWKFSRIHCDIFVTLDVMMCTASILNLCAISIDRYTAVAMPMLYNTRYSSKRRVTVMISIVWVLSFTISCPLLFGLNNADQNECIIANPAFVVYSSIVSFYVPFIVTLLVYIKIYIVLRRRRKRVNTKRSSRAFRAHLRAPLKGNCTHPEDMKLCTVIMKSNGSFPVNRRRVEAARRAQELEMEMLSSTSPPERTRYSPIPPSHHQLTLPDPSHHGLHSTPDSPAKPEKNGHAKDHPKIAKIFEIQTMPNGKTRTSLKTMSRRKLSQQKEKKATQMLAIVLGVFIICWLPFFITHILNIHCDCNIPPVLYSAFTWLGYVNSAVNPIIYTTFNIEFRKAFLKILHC
#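 Calcium flux kinetic readout in an inducible HEK293 TREx D2 line plated overnight at 30 C. After 180 s compound exposure, an EC80 dopamine challenge follows with another 180 s kinetic read to detect antagonism.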
# TRHR ag: qHTS for Small Molecule Agonists and Allosteric Enhancers of Human TRH Receptor: Primary Screen for Agonists. Thyrotropin-releasing hormone receptor (Homo sapiens), P34981. TRHR cells, calcium flux fluo-8, FDSS agonist mode. activation, % at 2 µM. 360,000 tested, 0.18% active; further: 0% is about no effect
#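 Fluo-8-loaded TRHR cells; 10 s baseline, compound added, kinetic Ca2+ fluorescence read 1/s, agonist mode.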
# D1 PAM: Potentiators of Human D1 Dopamine Receptor: qHTS; AID 504651, 2011; potentiation, % at 10 µM; HEK293 TREx D1 cells, calcium flux, dopamine EC20 potentiation; 360,000 tested, 0.036% active; in the data active means potentiation above about 30%; further: 0% is about no effect
# Target sequence (P21728 whole entry, looked up): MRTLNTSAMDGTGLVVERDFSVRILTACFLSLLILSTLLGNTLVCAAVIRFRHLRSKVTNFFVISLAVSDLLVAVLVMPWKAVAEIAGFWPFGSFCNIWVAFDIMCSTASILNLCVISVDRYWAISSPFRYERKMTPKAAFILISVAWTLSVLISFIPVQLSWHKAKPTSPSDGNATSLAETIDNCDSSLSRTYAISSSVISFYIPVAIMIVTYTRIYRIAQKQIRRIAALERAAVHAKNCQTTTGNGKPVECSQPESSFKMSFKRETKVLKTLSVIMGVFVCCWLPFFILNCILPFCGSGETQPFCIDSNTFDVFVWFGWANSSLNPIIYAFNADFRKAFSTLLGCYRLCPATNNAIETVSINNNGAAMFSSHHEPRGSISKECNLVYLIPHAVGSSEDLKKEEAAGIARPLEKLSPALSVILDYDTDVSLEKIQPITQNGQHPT
# TRHR enhancer: qHTS for Small Molecule Agonists and Allosteric Enhancers of Human TRH Receptor: Primary Screen for Enhancers. TRHR cells, fluo-8 calcium fluorescence, EC20 TRH enhancement. 360,000 tested, 0.66% active. enhancement, % at 2 µM. Thyrotropin-releasing hormone receptor (Homo sapiens), P34981; in the data active means enhancement above about 30%; further: 0% is about no effect
#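 Enhancer read-out: after compound pinning and an initial kinetic agonist-mode read, an EC20 of TRH (10 nM final) was injected and fluo-8 calcium signal (Ex 480/Em 530) followed at 1 s/cycle for 100 cycles in TRHR-expressing cells.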
# RXFP1 antagonist: qHTS Assay for Antagonists of the Relaxin Receptor RXFP1. HEK293-RXFP1, relaxin-stimulated cAMP HTRF, 30 min; stronger effect = lower value. activity change, negative = inhibition, % at 57.5 µM. 350,000 tested, 0.59% active;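 active means activity change of -60% or lower, but not beyond a set lower limit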; further: on the % scale 0 is the no-effect control and ±100 the full control effect
# D1 agonist: Allosteric Agonists of the Human D1 Dopamine Receptor: qHTS; AID 504660, 2011; activation, % at 2 µM; HEK293 T-REx D1 cells, calcium flux, agonist mode; 360,000 tested, 1% active; further: 0% is about no effect
#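 Inducible HEK293 T-REx D1 cells, force-coupled to calcium signalling, were plated at 4000 cells/well with tetracycline and held overnight at 30 C. After no-wash calcium dye loading, compound-evoked calcium rise over 180 s flagged agonists.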
# D1 antagonist: Antagonist of Human D 1 Dopamine Receptor: qHTS; D(1A) dopamine receptor (Homo sapiens), P21728; HEK293 TREx D1 cells, calcium flux, dopamine EC80; stronger effect = lower value; activity change, negative = inhibition, % at 10 µM; 360,000 tested, 3.2% active; AID 504652, 2011; in the data active means activity change below about -30%; further: on the % scale 0 is the no-effect control and ±100 the full control effect
#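 Calcium flux readout: force-coupled, inducible Hek293 Trex D1 line, cells induced overnight at 30 C with tetracycline, dye-loaded 30–90 min at RT. Antagonism scored against EC80 dopamine challenge given 180 s after compound.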
# D2 potentiator: HTS Assay for Positive Allosteric Modulators of the Human D2 Dopamine Receptor: Primary Screen for Potentiators | HEK293 T-REx D2, calcium flux, EC20 dopamine potentiation | potentiation, % at 10 µM | 340,000 tested, 0.34% active | AID 485347, 2010;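 active means potentiation over 3 SD above the plate norm, cut at about 30% in these data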; further: 0% is about no effect
#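 Potentiation of an EC20 dopamine calcium response measured kinetically over 180 s, after a preceding 180 s compound-only read flagging agonists. Cells: inducible Hek293 Trex D2 line, 4000/well, cultured overnight at 30 C before dye loading.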
# D2 ag: HTS Assay for Allosteric Agonists of the Human D2 Dopamine Receptor: Primary Screen for Agonists; D(2) dopamine receptor (Homo sapiens), P14416; AID 485358, 2010; activation, % at 2 µM; 340,000 tested, 0.53% active; HEK293 T-REx D2 cells, calcium flux agonist mode;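 active means activation over 3 SD above normal in the single-dose calcium agonist read, cut at about 30% in these data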; further: 0% is about no effect
#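 HEK293 Trex D2 cells, tetracycline-induced, o/n 30 C 5% CO2; no-wash Ca dye, RT 30–90 min; 10-cycle baseline, 23 nl cpd added, kinetic Ca read 180 s; agonist hits = positive Ca response.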
# * = called active by the depositor; / = not tested or not shown; & = joins results of further samples. Unless noted, no stated cut-off is given here; in the data, active means activation above about 30%; inactive means the rest. Hits appear at their usual frequency; about 7.1% have a hit in one of these screens.
SMILES,D2 antag,TRHR ag,D1 PAM,TRHR enhancer,RXFP1 antagonist,D1 agonist,D1 antagonist,D2 potentiator,D2 ag
Cc1ccc(/C=C/S(=O)(=O)NCc2ccc(F)cc2)cc1,-12,-0.3,-3,-2,-1,-1,7,8,0.3
CC(=O)OCC(=O)[C@@]1(O)CC[C@H]2[C@@H]3C[C@H](C)C4=CC(=O)C=C[C@]4(C)[C@H]3[C@@H](O)C[C@@]21C,29,-0.1,-2,-1,/,0,13,3,-0.5
N#C/C(=C\c1cccnc1)c1nc2ccccc2[nH]1,4,1.0,-4,-7,-14,6,2,-9,-0.1
CC(C)COc1nc2ccccc2nc1N1CCN(C)CC1,-6,1.4,-5,0,-20,3,8,-8,0.2
O=C(OC1CCCCC1=O)c1cccc(S(=O)(=O)NCc2ccccc2)c1 (centres undefined),/,-0.1,-2,-11,-13,0,8,/,/
CCCOc1c(Br)cc(C(=O)OCC(=O)NC(=O)c2cccn2C)cc1OC,1,0.3,-11,2,-3,4,10,3,1.1
CCc1noc(-c2ccc(NCc3ccccc3)c([N+](=O)[O-])c2)n1,/,0.4,0,1,/,-1,-6,0,-0.6
COc1ccc(C2=CC(=O)C=CC2=O)cc1,/,0.7,-3,11,/,23,10,/,/
O=C(COc1ccc(F)cc1)Nc1cccc(OCc2cc(=O)n3ccccc3n2)c1,/,-0.5,-1,3,4,0,4,-10,1.5
O=C(CSc1ccccn1)N1CCc2ccccc21,-11,-0.9,-2,12,13,6,15,8,-0.1

# One compound at a time (already shown).
# CCCOc1c(Br)cc(C(=O)OCC(=O)NC(=O)c2cccn2C)cc1OC as listed: D2 antag = 1; TRHR ag = 0.3; D1 PAM = -11; TRHR enhancer = 2; RXFP1 antagonist = -3; D1 agonist = 4; D1 antagonist = 10; D2 potentiator = 3; D2 ag = 1.1
# Cc1ccc(/C=C/S(=O)(=O)NCc2ccc(F)cc2)cc1 as listed: D2 antag = -12; TRHR ag = -0.3; D1 PAM = -3; TRHR enhancer = -2; RXFP1 antagonist = -1; D1 agonist = -1; D1 antagonist = 7; D2 potentiator = 8; D2 ag = 0.3
# O=C(CSc1ccccn1)N1CCc2ccccc21 as listed: D2 antag = -11; TRHR ag = -0.9; D1 PAM = -2; TRHR enhancer = 12; RXFP1 antagonist = 13; D1 agonist = 6; D1 antagonist = 15; D2 potentiator = 8; D2 ag = -0.1

# Remaining list, next part:
SMILES,D2 antag,TRHR ag,D1 PAM,TRHR enhancer,RXFP1 antagonist,D1 agonist,D1 antagonist,D2 potentiator,D2 ag
O=C(O)C1CCCCC1C(=O)Nc1nccs1 (centres undefined),5,0.1,4,-3,-15,7,2,6,-1.0
CCOc1ccc(-c2nnc(SCC(=O)NC3CC3)o2)cc1,-10,0.2,-1,7,3,7,0,-7,0.2
CCN(C(=O)CSc1nnc(COc2ccccc2F)n1N)C1CCS(=O)(=O)C1 (centres undefined),13,0.0,9,-1,-13,1,-9,-7,-0.3
Cc1c(Cl)cccc1NC(=O)Cn1cc(C(=O)c2cccs2)c2ccccc21,/,-0.3,-7,10,-2,9,-24,6,-0.9
Cc1ccc(Sc2c(C=O)c3ccccc3n2C)cc1,/,0.4,-1,-1,14,7,-14,/,/
CC(=O)c1cccc(Oc2ncccn2)c1,13,1.3,2,2,11,1,-1,13,2.2
Cc1cccc(C(=O)NCc2nnc(SCC(=O)NC3=NCCS3)n2C)c1,1,-0.9,-7,20,0,3,3,-20,-1.3
Cc1ccc(NC2=NCCC2)cc1Cl,3,0.0,-2,6,-1,5,22,5,-0.3
COc1cccc(NC(=O)C2CCN(S(=O)(=O)c3ccc4c(c3)CC(C)N4C(C)=O)CC2)c1 (centres undefined),17,-1.0,-5,1,-28,0,-4,-7,-1.1
Cc1ccc(/C=N/NC(=O)c2nnn(-c3nonc3N)c2C)o1,10,0.3,2,0,1,7,-2,-3,0.3
CC(=O)Nc1ccc(SCC(=O)Nc2ccccc2Oc2ccccc2)cc1,-7,0.1,-7,4,/,2,9,6,-1.2
CC(Sc1c[nH]c2ccccc12)C(=O)O (centres undefined),-7,0.3,4,5,4,3,5,18,-0.9
CSc1ccccc1NC(=O)c1c(C)noc1C,8,0.2,-6,-5,-3,0,1,13,0.6
COCCNc1nnc(SCC(=O)Nc2sc3c(c2C(=O)c2ccccc2)CCCC3)s1,-4,-0.3,0,2,10,4,-3,-4,-0.2
COc1ccc(CCNC(=O)Cn2ccc3c(OC)cccc3c2=O)cc1OC,6,-0.4,4,-1,-4,1,-12,1,1.1
Cc1cccc(NC(=O)C2CCCN(S(=O)(=O)c3cccc4nonc34)C2)c1 (centres undefined),11,0.3&-0.4,-5&1,-4&-2,12,4&0,-5&5,-4&-2,0.5&-0.4
CC(=O)c1ccc(N2CCN(S(=O)(=O)c3c(C)[nH]c(C)c3C(=O)N3CCCCC3)CC2)cc1,15,-1.3,-5,-6,33,1,11,11,0.6
CCN(CC)C(=O)c1cnn(-c2ccc(F)cc2)c1-n1cccc1,/,-0.4,-2,-2,/,1,-8,/,0.7
COc1cc(-c2nnc(SCC(=O)Nc3cc(C)on3)n2C)cc(OC)c1O,15,-0.1,-2,1,16,2,-2,8,-0.1
CCOC(=O)c1nc(Nc2ccc(C(=O)OC(C)C)cc2)c2ccccc2n1,/,-0.6,-2,-2,3,-3,-11,3,-1.4
O=C(NCCOc1ccccc1)c1ccccc1Cl,-9,-0.8,1,-8,-1,6,-2,-6,0.4
CCc1cccc(C)c1NC(=O)c1cc2ccccc2o1,/,-0.6,1,-1,-9,2,1,-3,-2.6
Cn1c2ccccc2c2ncn(Cc3ccc(F)cc3)c(=O)c21,-12,-0.4,3,-18,-16,2,15,-3,-1.6
O=C(N/N=C/c1cccs1)c1n[nH]c2c1CCCC2,-14,0.1,-5,-4,-1,1,7,-5,-0.1
CCOc1cc(C2C(C(=O)OC)=C(C)NC3=C2C(=O)c2ccccc23)c(Br)cc1O (centres undefined),/,-0.6,-6,2,-4,0,-8,0,-0.2
COc1ccc(CCNC(=O)Cn2nnc(C(=O)Nc3cc(C)ccc3C)c2N)cc1OC,-1,-0.8,-2,-23,-8,0,-1,4,0.0
COC(=O)c1c(NC(=O)c2nc(SCc3cccc(C)c3)ncc2Cl)sc2c1CCCC2,/,2.6,0,3,/,1,8,6,0.5
CCn1c2nc(SCCN3CCOCC3)nnc2c2cc(C)cc(C)c21,-14,-0.7,3,-2,-12,1,9,6,-1.0
O=C1CCCN1CC(CN1CCOCC1)Sc1nnnn1-c1ccccc1 (centres undefined),8,-0.1,0,9,7&-2,0,4,6,0.8
C/C(CC(C)(C)c1ccccc1)=N\NS(=O)(=O)c1ccccc1,-1,-0.3,-1,-3,3,1,0,-3,0.2
O=S(=O)(Nc1ccc(Cl)cn1)c1ccc(Cl)cc1,-18,-1.2,0,-1,-10,0,1,9,-1.2
CCOc1ccc(-c2nc(S(=O)(=O)c3ccccc3)c(N3CCC(C(N)=O)CC3)o2)cc1,-10,-1.7,4,10,-1,0,-1,3,-1.0
O=C(Nc1ccc(C(=O)N2CCC(N3CCOCC3)CC2)cc1)c1ccc(Br)o1,-4,-0.2,1,-4,/,3,-21,-2,-0.4
Cc1nc2ccccc2cc1OCc1ccc(Cl)cc1,/,0.1,6,3,-5,12,-12,0,0.8
Cc1ccc2nc(CNC(=O)C3CCC(=O)N(Cc4ccccc4F)C3)cn2c1 (centres undefined),0,0.7,-4,1,4,2,12,8,-0.1
CC1CCN(S(=O)(=O)c2ccc(C(=O)N(C)C3CCS(=O)(=O)C3)cc2)CC1 (centres undefined),14,0.0,2,2,-16,1,9,14,0.2
COCCN1C(=O)N[C@@H](c2ccco2)C(C(C)=O)=C1C,-2,0.6,-2,0,/,2,4,6,0.6
O=C(NCCCn1ccnc1)c1cc(-c2ccc(Cl)cc2)nc2ccccc12,-18,0.3,-5,0,4,-1,-39*,-1,0.0
NC(=O)c1ccsc1NC(=O)c1coc2ccccc2c1=O,-12,1.1,2,3,-7,1,5,-5,-1.0
N#CC1=C(N)Oc2cc(N)ccc2C1c1cccc(Br)c1 (centres undefined),2,-0.1,-10,-1,1,5,-9,7,0.5

# Quoted from above, two compounds:
SMILES,D2 antag,TRHR ag,D1 PAM,TRHR enhancer,RXFP1 antagonist,D1 agonist,D1 antagonist,D2 potentiator,D2 ag
O=S(=O)(Nc1ccc(Cl)cn1)c1ccc(Cl)cc1,-18,-1.2,0,-1,-10,0,1,9,-1.2
CCOc1ccc(-c2nc(S(=O)(=O)c3ccccc3)c(N3CCC(C(N)=O)CC3)o2)cc1,-10,-1.7,4,10,-1,0,-1,3,-1.0

# Next part.
SMILES,D2 antag,TRHR ag,D1 PAM,TRHR enhancer,RXFP1 antagonist,D1 agonist,D1 antagonist,D2 potentiator,D2 ag
Cc1ccc(C)c(NC(=O)Cn2cc(S(=O)(=O)N3CCCC3)c(S(=O)(=O)N3CCCC3)c2)c1,/,-0.3,-9,7,4,1,7,0,/
O=S(=O)(NC1CCCCC1Oc1ccccc1)c1ccccc1 (centres undefined),17,-1.5,-2,1,-14,0,-1,-3,-1.3
COc1ccc(Cc2nnc(NC(=O)c3cc(OC)c(OC)c(OC)c3)s2)cc1OC,35*,-0.2,0,13,7,1,-4,13,1.0
Cc1cc2c(C)ccc(C)c2nc1SCC(=O)c1cccs1,25,2.1,-2,-7,-21,22,21,3,2.8
Cc1ccccc1CN(CC(=O)Nc1cccc([N+](=O)[O-])c1)S(=O)(=O)c1ccc(Cl)cc1,-13,1.0,-2,-2,-3,5,0,-10,1.4
Cc1ccc(S(=O)(=O)Nc2ccc(-n3cnnn3)cc2)cc1,/,1.1,-3,0,3,16,-1,/,/
O=C(O)CN1C(=O)C2C3CC(C2C1=O)C1C(c2ccc(F)cc2)c2sc(=O)[nH]c2SC31 (centres undefined),1,0.6,-7,-4,5,1,20,-1,0.5
Cc1c(C(=O)NCC2COc3ccccc3O2)oc2ccc(S(=O)(=O)N(C)C3CCCCC3)cc12 (centres undefined),-9,0.8,-2,1,-22,4,4,0,8.0
CSc1nnc(Cn2c(=O)sc3ccccc32)n1CCc1ccccc1,/,-0.3,/,0,-6,1,11,/,/
FC(F)(F)c1cc(CCN2C(=S)NC[C@@H]2c2ccccc2)cc(C(F)(F)F)c1,19,1.9,-2,-6,/,2,-9,19,-0.7
COc1cc(OC)cc(C(=O)N[C@H](C(=O)Nc2nc3c(s2)CCCC3)C(C)C)c1,13,-0.4,0,-1,4,1,4,-33,-0.8
COc1cccc(NC(=O)C2C3C=CC(O3)C2C(=O)NCc2cccnc2)c1 (centres undefined),44*,0.1,1,-4,-10,2,-5,-15,-0.9
O=C(Nc1ccccc1)ON=C1c2ccccc2-c2ccccc21,-7,0.4,-12,-7,7,4,-15,7,0.2
